Screening results: PubChem, National Center for Advancing Translational Sciences (NCATS)
Cycloheximide cs = affects cycloheximide protein synthesis inhibition readout, counter-screen; cell reporter, cycloheximide protein synthesis inhibition counterscreen; max response, %; hit rate 12% among 300,000; in the data active = max response mostly above about 13%, no sharp cut-off; inactive = mostly below about 14%; also: read at 38.3 µM for the half of the compounds with a filed dose; 0% is about no effect
LmPK inh = LmPK (Leishmania mexicana) enzyme inhibition; Q27686; purified LmPK, Kinase-Glo ATP luminescence, 1 h; Potency, µM (top dose mostly 57.5 µM), for inactives: at the top dose activity change, negative = inhibition, usual class: inhibitors; hit rate 0.37% among 290,000; also: potency is read from the fitted curve at half-maximal effect; % is scaled to controls: 0 for no effect and ±100 for the full control effect
Target sequence (Q27686 whole entry, looked up): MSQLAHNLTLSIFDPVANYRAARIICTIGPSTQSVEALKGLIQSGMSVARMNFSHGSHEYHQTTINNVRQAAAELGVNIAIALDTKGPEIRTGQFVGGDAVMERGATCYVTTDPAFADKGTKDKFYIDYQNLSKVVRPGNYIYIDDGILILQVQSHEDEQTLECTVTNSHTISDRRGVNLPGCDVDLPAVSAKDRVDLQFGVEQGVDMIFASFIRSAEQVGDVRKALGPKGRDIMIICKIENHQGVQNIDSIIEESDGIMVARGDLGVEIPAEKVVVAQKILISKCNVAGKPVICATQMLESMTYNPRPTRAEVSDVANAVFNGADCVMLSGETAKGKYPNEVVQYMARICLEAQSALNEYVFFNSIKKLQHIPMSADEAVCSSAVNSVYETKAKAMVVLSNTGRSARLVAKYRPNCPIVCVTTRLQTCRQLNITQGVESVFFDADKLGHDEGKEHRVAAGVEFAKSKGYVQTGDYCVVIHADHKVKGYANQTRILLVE
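0.1 nM LmPK, 0.5 mM PEP, 0.1 mM ADP; 50 mM imidazole pH 7.2, 7 mM MgCl2, 50 mM KCl; 1 h RT. Kinase-Glo luminescence readout, normalized to no-enzyme (full inhibition) and uninhibited wells.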
HCV inh = blocks hepatitis C virus | Huh7.5.1 HCVcc-Cre infection, luciferase reporter, 44 h | Potency, µM (series often up to 41.8 µM), for inactives: top-dose activity change, negative = inhibition, most hits filed as inhibitors | hit rate 3.4% among 340,000; also: potency is read from the fitted curve at half-maximal effect; % is scaled to controls: 0 for no effect and ±100 for the full control effect
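Antiviral activity was scored by luciferase reporter output from cells infected with HCVcc-Cre (~0.5 moi) in presence of compound, 44 h infection period, cells seeded 1,000/well 4 h prior.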
Tb PYK inh = blocks Trypanosoma brucei pyruvate kinase. AID 624173. Potency, µM (top dose mostly 76.8 µM), for the others: at the top dose activity, negative = inhibition, usual class: inhibitors. Q57TT1. TbPYK enzyme, Kinase-Glo Plus ATP luminescence, 45 min. hit rate 0.12% among 410,000; also: potency is read from the fitted curve at half-maximal effect; % is scaled to controls: 0 for no effect and ±100 for the full control effect; nearly all actives have a fitted effect of over 50% in size
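Luminescent Kinase-Glo Plus end-point after 45 min room-temperature reaction of T. brucei pyruvate kinase started with 130 uM ADP (final). Buffer TEA 50 mM pH 7.2 with KCl, MgCl2, BSA, Tween-20; titration-based qHTS with fitted concentration-effect curves.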
Pf growth 96h = inhibits malaria parasite growth, 96 h | P. falciparum luciferase reporter growth, 96 h | Potency, µM (top dose mostly 28.7 µM), for inactives: top-dose activity change, negative = inhibition, most hits filed as inhibitors | hit rate 6.9% among 320,000 | AID 504834; also: potency is read from the fitted curve at half-maximal effect; % is scaled to controls: 0 for no effect and ±100 for the full control effect
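P. falciparum expressing integrated firefly luciferase, in erythrocytes at 2% hematocrit, 0.05% parasitemia, incubated with compounds 96 h at 37 C, 5% CO2. Growth inhibition read as loss of luminescence; two-generation exposure targets delayed-death apicoplast inhibitors.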
Shiga toxin inh = blocks Shiga toxin action in Vero cells; Vero cells, Shiga toxin protein synthesis inhibition reporter; inhibition, % at 38.7 µM; hit rate 9.2% among 290,000; in the data active = inhibition mostly above about 28%, no sharp cut-off; inactive = mostly below about 43%; also: 0% is about no effect
Pf growth 48h = inhibits P. falciparum growth in the first generation, 48 h; hit rate 5.9% among 310,000; Potency, µM (top dose mostly 28.7 µM), inactives show at the top dose activity change, negative = inhibition, hits mostly inhibitors; P. falciparum luciferase growth in erythrocytes, 48 h; also: potency is read from the fitted curve at half-maximal effect; % is scaled to controls: 0 for no effect and ±100 for the full control effect
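In quantitative HTS format, infected erythrocytes bearing luciferase-reporter parasites were treated for a single generation at 37 C. Luminescence after adding detection reagent served as the growth measure.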
* marks the source's active call; other numbers are inactive results; ? = inconclusive; nt = no result given; + = active, no number; & = joins results of further samples; ! = repeats disagree; [ ] = dose if it differs, or a comment. Unless noted, calls follow the shape of the dose curve; as a rule, active = well fitted curve in the direction sought with a large enough effect; inconclusive = small, poorly fitted or top-dose-only effect, or another doubt; inactive = no such curve, though single readings can be large; an effect the other way counts as inactive or inconclusive.

Compound | Shiga toxin inh | HCV inh | Pf growth 96h | Tb PYK inh | Cycloheximide cs | Pf growth 48h | LmPK inh
O=C1CC(c2ccccc2)CC(O)=C1C=NCc1ccccc1Cl (configuration not stated) | -7.7 | -24.4% | 13.0% | -0.9% | -0.5 | 7.4% | -3.0%
CCCN(C(=O)COc1ccc(Cl)cc1Cl)c1c(N)n(Cc2ccccc2)c(=O)[nH]c1=O | 18.2 | ? | -13.8% | 1.9% | 13.0 | 11.1% | -1.0%
Cc1oc(-c2ccccc2F)nc1CS(=O)CC(=O)NCc1cccs1 (configuration not stated) | -7.9 | 1.3% | 1.4% | -8.6% | -5.8 | nt | 1.0%
NC(=O)CS(=O)(=O)c1nc2ccccc2n1Cc1ccccn1 | 12.6 | 5.2% | 5.8% | 2.9% | -1.9 | 3.4% | 14.3%
CCOC(=O)Nc1ccc2c(COC(=O)CNS(=O)(=O)c3cccc(Br)c3)cc(=O)oc2c1 | -2.6 | -6.0% | 64.4%[activator] | 10.1% | -1.3 | 36.3%[activator] | -0.9%
CC(C)(C)NCC(O)COc1ccc(NC(=O)NC2CCCCC2)cc1 (configuration not stated) | nt | nt | ? | 1.5% | nt | ? | nt
NS(=O)(=O)c1ccc(CCNC(=O)c2cc(=O)[nH]c3ccccc23)cc1 | 10.6 | 14.4% | 26.7% | 7.6% | 6.3 | 1.9% | -3.6%
COc1c(OC2OC(C(=O)O)C(O)C(O)C2O)cc(O)c2c(=O)cc(-c3ccccc3)oc12 (configuration not stated) | 15.3 | 32.6%[activator] | -21.2% | ? | -1.7 | -6.4% | -0.2%
Cc1ccc(C(=O)OCC(=O)NC2CCCC2)cc1C | 54.3* | 13.2% | 40.1%[activator] | 1.5% | 21.7* | 41.4%[activator] | -4.4%
Clc1ccc(OCCCCSc2ncccn2)cc1 | 20.0 | 21.9% | 64.4%[activator] | -7.7% | 12.1 | nt | 13.7%
O=C1CCN(C(=O)CSc2ccc(Cl)cc2)N1 | -11.1 | 9.6% | ? | 7.0% | -1.4 | 7.9% | 8.4%
C=C(Cl)COC(=O)C1C2C=CC(C2)C1C(=O)O (configuration not stated) | 15.6 | 3.9% | 41.8%[activator] | 24.3% | -4.6 | 19.3% | -4.0%
COc1cccc(C(C)NC(=O)c2c(F)cccc2Cl)c1 (configuration not stated) | -12.3 | 31.8%[activator] | 23.1% | -6.2% | -1.4 | 5.7% | 1.0%
C[N+]12CCCC[C@@H]1CCC(=C(c1cccs1)c1cccs1)C2 (some centres not stated) | nt | nt | -9.0% | -9.2% | nt | 4.26µM* | nt
COc1ccc(CN2CCNC(=O)C2CC(=O)NCc2csc(C(C)C)n2)c(OC)c1 (configuration not stated) | 1.8 | 8.5% | ? | 4.4% | 1.8 | ? | 1.5%
CCOC(=O)C1[C@H]2C(=O)N(CCCOC)C[C@]23C=C[C@H]1O3 (some centres not stated) | 39.5 | 7.2% | 20.4% | 8.2% | -7.0 | 11.0% | -5.5%
O=C(Nc1ccc(F)cc1)c1cccnc1Oc1ccccc1 | -2.7 | 30.9%[activator] | 17.6% | -13.0% | -2.0 | nt | -1.6%
CCc1ccc(S(=O)(=O)Nc2nnc(N)s2)cc1 | nt | 3.7% | ? | -4.0% | -3.6 | -10.6% | -2.4%
O=C(CSCC(=O)Nc1ccc2ccccc2c1)NCc1ccccc1 | -8.5 | 4.0% | ? | -0.8% | -2.4 | ? | 2.2%
CCc1cccc(C)c1NC(=O)CSc1nnc(Cc2csc(C)n2)o1 | nt | 10.6% | ? | 0.3% | nt | -7.1% | nt
CC(=O)N/N=C\c1cccc(OC/C=C/c2ccccc2)c1 | 158.6* | -17.3% | -12.9% | -1.4% | 58.6* | 194.0%[activator] | 0.1%
Cc1nnc2c(NC(C)C)nc3ccccc3n12 | -1.3 | ? | 0.0% | 4.7% | 0.8 | 36.5%[activator] | -0.4%
COc1ccc(OCc2nc3ccc(S(=O)(=O)Nc4ccccc4Cl)cc3[nH]2)cc1 | -6.3 | -25.2% | -15.9% | -3.1% | -1.5 | 4.1% | 1.0%
Fc1ccc(Nc2cccc3nccnc23)cc1 | 46.8* | ? | 16.3% | -3.3% | 22.5* | 28.8% | -0.3%
CC(C)(C)c1ccc(C(=O)Nc2cccc(S(=O)(=O)NC3=NCCC3)c2)cc1 | nt | ? | 142.4%[activator] | -3.0% | nt | 72.0%[activator] | nt
Cc1ccc(NS(=O)(=O)c2cc(C(=O)NCc3ccccn3)ccc2Cl)cc1 | -14.8 | 1.9% | -21.5% | -16.3% | -2.0 | -27.7% | -2.8%
O=[N+]([O-])c1cc(-c2nc(-c3ccncc3)no2)cc([N+](=O)[O-])c1 | 1.6 | ? | 1.85µM* | 7.1% | -2.9 | ? | -1.1%
O=C(O)c1ccc(CSc2nnc(-c3ccco3)o2)cc1 | 5.5 | 11.0% | 12.9% | 1.8% | -6.4 | nt | 10.3%
CCOc1ccc(/C=N/NC(=O)c2nnn(-c3nonc3N)c2-c2cccs2)cc1 | 3.5 | -15.2% | -7.6% | -3.0% | 11.2 | 14.5% | 2.9%
COc1cccc(OC)c1C(=O)NNC(=O)c1cccnc1 | -15.3 | 18.8% | 29.5% | 1.8% | 18.2* | 39.3%[activator] | -2.0%
Cc1ccc2nc(Nc3ccccc3)c(/C=N/O)c(=O)n2c1 | 10.1 | ? | ? | -9.8% | -2.9 | ? | -0.9%
CSc1ccc(S(=O)(=O)N(C)Cc2ccccc2)cc1 | -3.6 | -0.9% | 22.1% | 8.8% | -2.5 | -22.8%[5.75 µM] | -2.8%
c1cn(CC2(Cn3ccnc3)COC2)cn1 | -3.1 | 26.5% | ? | 1.4% | -3.8 | 17.3% | -5.4%
CCN(CC)C(=O)Cn1cc(C(=O)C(=O)NCc2cccs2)c2ccccc21 | 20.8 | 1.2% | 0.0% | -0.4% | 7.6 | 12.0% | 4.3%
CN(C)c1ccc(Nc2nc(-c3cccnc3)cs2)cc1 | 59.0* | -25.1% | nt | -7.1% | 51.6* | nt | -17.7%
CCCCCC(=O)Nc1c(-c2ccc(OC)cc2)c(=O)c2ccccc2n1C | -9.0 | -6.1% | nt | 4.8% | -3.4 | 21.2% | 4.5%
O=S(=O)(c1ccc(F)cc1)N1CN2CCN(C2)C1 | 10.3 | 13.2% | ? | -5.5% | 3.2 | 7.7% | 2.3%
CCC/C=C1/CCCOC(C(=O)NCc2ccc(C)o2)(C(F)(F)F)C1 (configuration not stated) | -2.1 | 10.6% | nt | ? | -8.5 | nt | nt
CN(Cc1ccccc1)C1CCN(Cc2ccccc2[N+](=O)[O-])CC1 | nt | -18.3% | 0.0% | -4.0% | 2.7 | -15.6% | 0.1%
COc1cc(OC)c(-c2c3cc(O)c(=O)cc-3oc3cc(O)c(O)cc23)cc1OC | -13.0 | 26.2%&5.7% | 3.7µM* | -15.4% | -4.1 | 2.33µM* | -17.9%
O=C(c1ccc(-c2nc3ccccc3s2)s1)N1CCOCC1 | -4.2 | ? | 73.9%[activator] | ? | -2.2 | 30.0%[activator] | 14.1µM*
COC(OC)c1ccc(C#N)c(SCc2ccccc2)n1 | 10.5 | -25.0% | ? | 3.7% | 0.2 | ? | 1.3%
O=C(COc1ccc(Cl)cc1Cl)Nc1ccc(CN2CCCCC2)cc1 | -1.2 | -8.0% | 14.5% | 0.3% | -4.0 | ? | 3.4%
Cc1noc(C)c1S(=O)(=O)N1CCCC(C(=O)N2CCc3ccccc3C2)C1 (configuration not stated) | 21.4 | ? | ? | -3.1% | 5.4 | nt | 0.8%
C/C(=N\NC(=O)c1ccc(N(C)C)cc1)c1ccc(C)cc1C | 24.5* | -18.7% | -15.6% | 2.1% | 21.2 | 11.0% | -3.2%
Cc1cc(Cl)ccc1OCC(=O)N1CC(C)CC(C)C1 (configuration not stated) | 39.0 | 4.6% | -19.6% | -5.5% | -3.8 | 3.2% | 0.8%
O=C(NC(=S)NC1CCS(=O)(=O)C1)c1cccs1 (configuration not stated) | 24.1 | -0.2% | 7.5% | 0.1% | -0.8 | 2.3% | 0.5%
CSc1ccccc1OCc1cc(C(=O)N2CCN(c3ccccc3)CC2C)no1 (configuration not stated) | 98.7* | ? | -16.2% | -7.0% | 57.0* | ? | -7.8%
COc1ccc(CCC(=O)NC(C)c2ccccc2)cc1OC (configuration not stated) | -4.0 | 13.8% | -3.6% | 0.0% | 3.6 | -12.2% | 0.6%
Cc1nc2ccc(C(=O)N3CCSCC3)cc2s1 | 13.7 | 19.0% | -20.6% | ? | 11.3* | ? | -5.0%
CC(C)c1ccc2c(c1)c(SC(C)(C)C)c(CC(C)(C)C(=O)O)n2Cc1ccc(Cl)cc1 | -7.1&40.8 | 10µM* | 7.38µM* | -7.7%&0.0% | -2.3&0.6 | 8.28µM* | -6.6%
Cc1c(NC(=O)NCc2ccccc2)c(=O)n(-c2ccccc2)n1C | 23.6 | 6.3% | nt | 3.4% | 13.3 | 10.8% | 2.8%
O=C(Cc1ncc(C(F)(F)F)cc1Cl)NCc1ccco1 | -7.5 | -7.0% | 38.4%[activator] | 3.1% | 1.6 | 369.0%[activator] | -2.2%
CCC(C(=O)NC1CCCCC1)n1c(SCc2ccccc2F)nc2ccncc21 (configuration not stated) | 44.2&-11.3 | -16.1% | 8.28µM* | 8.7%&0.1% | 16.7*! | -9.5% | -0.1%
COC(=O)C1=C(C(=O)OC)C2C(C)=CC(C)=CN2C(C(=O)OC)=C1C(=O)OC (configuration not stated) | -3.4 | 2.8% | ? | 0.0% | -2.2 | -24.6% | -0.4%
Cc1ccc(NC(=O)NC(=O)N(C2CCCCC2)S(=O)(=O)c2ccccc2)cc1 | + | 1.0% | 113.1%[activator] | -6.8% | 40.9* | 53.7%[activator] | 2.0%
CCn1cc(/C=N/NC(=O)c2ccc3c(c2)OCO3)c(C)n1 | 47.8 | 14.7% | nt | 1.0% | 16.2* | 12.0% | -6.3%
Cc1cc(C)cc(-n2c3nc4ccccc4nc3c3c(=O)n(Cc4ccco4)cnc32)c1 | -13.5 | ? | nt | -4.2% | 3.0 | ? | -8.7%
O=C1c2ccccc2C(=O)N1CCSc1nnc(-c2ccco2)n1Cc1ccccc1 | -4.1 | 5.9% | 10.6% | -0.3% | -2.0 | nt | 15.7%
CCCc1nc2ccccc2c(=O)n1-c1c(C)n(C)n(-c2ccccc2)c1=O | 10.3 | 3.1% | nt | 1.8% | 0.8 | 39.8%[activator] | 2.0%
COc1ccccc1C(CNc1ccc(S(=O)(=O)N2CCCC2)cc1[N+](=O)[O-])N(C)C (configuration not stated) | -9.6 | -21.9% | ? | 2.9% | -5.0 | -19.3% | 5.3%
COc1ccc(C(=O)C2CCCN(C3CSCCSC3)C2)c(C)c1 (configuration not stated) | -11.2 | -26.3% | 17.4% | -0.8% | -3.7 | -14.7% | 3.0%

Filtered by structure: the entries above containing a CF3 group (two)
Compound | Shiga toxin inh | HCV inh | Pf growth 96h | Tb PYK inh | Cycloheximide cs | Pf growth 48h | LmPK inh
CCC/C=C1/CCCOC(C(=O)NCc2ccc(C)o2)(C(F)(F)F)C1 (configuration not stated) | -2.1 | 10.6% | nt | ? | -8.5 | nt | nt
O=C(Cc1ncc(C(F)(F)F)cc1Cl)NCc1ccco1 | -7.5 | -7.0% | 38.4%[activator] | 3.1% | 1.6 | 369.0%[activator] | -2.2%
